# Screening results (PubChem BioAssay)
# IMPase Li inh = qHTS Assay for Identifying the Cell-Membrane Permeable IMPase Inhibitors: Potentiation with Lithium; AID 1457, 2008; CHO-M1 cells, IP1 TR-FRET (IP-One), carbachol + lithium; Potency, µM (highest dose often 59.4 µM), inactives show top-dose activity, negative = IMPase inhibition, hits mostly inhibitors; 210,000 tested, 0.35% active;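 also: IP1 builds up when IMPase is blocked and the TR-FRET signal falls; plate controls were basal vehicle for no effect and high inhibitor control for full effect; nearly all actives have a fitted effect of over 50% in size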
#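 CHO cells stably expressing M1 receptor (2000/well, cultured 16–30 h) treated 30 min at 37C with compound plus low lithium. Cytosolic IP1 by TR-FRET (665/620 ratio and 620 channel) after 10 min lysis; AC50 by Hill fit.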
# GoLoco inh red = qHTS Assay for Inhibitors of RGS12 GoLoco Motif Activity (Red Fluorophore); Guanine nucleotide-binding protein G(i) subunit alpha-1 (Homo sapiens), P63096; Gai1:RGS12 GoLoco peptide FP, rhodamine, 10 min; Potency, µM (doses to about 61.6 µM), for the others: at the top dose activity, negative = inhibition, usual class: inhibitors; 230,000 tested, 0.44% active; active = well fitted inhibition curve with a large enough effect, not every such curve was filed as active; inactive = no such curve, though single readings can be large or run the other way; also: nearly all actives have a fitted effect of over 30% in size; many of its hits are not listed in these tables
# RECQ1 inh = qHTS Assay for Inhibitors of RecQ-Like Dna Helicase 1 (RECQ1); ATP-dependent DNA helicase Q1 (Homo sapiens), P46063; RECQ1 DNA unwinding, red fluorescence kinetic read; Potency, µM (titrated, usually from 57.3 µM), without a hit: at the highest dose activity, negative = inhibition, hits mostly inhibitors; 240,000 tested, 0.54% active; AID 2549, 2010;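 also: plate controls were vehicle for no effect and no enzyme for full effect; nearly all actives have a fitted effect of over 30% in size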
# Target sequence (P46063 whole entry, looked up): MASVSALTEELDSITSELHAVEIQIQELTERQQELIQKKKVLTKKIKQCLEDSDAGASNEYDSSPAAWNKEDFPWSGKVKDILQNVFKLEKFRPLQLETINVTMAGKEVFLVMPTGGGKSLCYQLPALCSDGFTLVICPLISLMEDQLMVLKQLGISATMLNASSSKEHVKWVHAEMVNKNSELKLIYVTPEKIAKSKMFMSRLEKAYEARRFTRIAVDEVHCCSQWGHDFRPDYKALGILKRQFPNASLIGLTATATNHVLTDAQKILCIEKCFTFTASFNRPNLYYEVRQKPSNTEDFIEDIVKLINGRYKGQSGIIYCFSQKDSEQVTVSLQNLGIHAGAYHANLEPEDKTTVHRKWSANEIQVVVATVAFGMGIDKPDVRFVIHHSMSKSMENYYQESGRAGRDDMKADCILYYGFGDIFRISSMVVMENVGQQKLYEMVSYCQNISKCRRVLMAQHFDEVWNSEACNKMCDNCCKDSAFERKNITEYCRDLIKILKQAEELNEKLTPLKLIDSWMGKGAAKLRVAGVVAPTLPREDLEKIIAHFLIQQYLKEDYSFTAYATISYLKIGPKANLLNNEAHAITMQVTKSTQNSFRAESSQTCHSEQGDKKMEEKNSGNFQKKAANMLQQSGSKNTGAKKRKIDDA
#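 RECQ1T1 50 nM; forked duplex (20 bp + 30-nt ss tails) 200 nM, ATP 2 mM final; pH 8.0, 2 mM MgCl2, 2.5 ug/ml poly(dI-dC); 15 min compound preincubation; discontinuous kinetic read over 2 h at RT.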
# * marks the source's active call; other numbers are inactive results; i = inactive; ? = inconclusive; [ ] = remark or other dose. Unless noted, calls follow the shape of the dose curve; as a rule, active = well fitted curve in the direction sought with a large enough effect; inconclusive = small, poorly fitted or top-dose-only effect, or another doubt; inactive = no such curve, though single readings can be large; an effect the other way counts as inactive or inconclusive. Unless noted, % is scaled to controls: 0 for no effect and ±100 for the full control effect; potency is read from the fitted curve at half-maximal effect.
IMPase Li inh	GoLoco inh red	RECQ1 inh	canonical_smiles
7%	8%	-9%	Cn1cc(-c2nc3cnc(Oc4ccccc4)nc3n(C3CC3)c2=O)c2ccccc21
-1%	10%	i	CN(C)c1nc(-c2cccnc2)nc2ccccc12
-13%	13%	-6%	O=c1c(-c2cccs2)nc2cnc(N3CCOCC3)nc2n1CCc1ccccc1
4%	-5%	-7%	COc1ccccc1CNc1ccnc(-c2c(C)noc2C)n1
11%	8%	8%	COc1ccccc1-c1nc(Nc2ccncc2)c2ccccc2n1
-6%	9%	i	CC(=O)NCCNc1ncnc2ccc(-c3ccccc3C)cc12
?	0%	-1%	COc1ccc(-c2nc3cnc(Oc4cccc(Cl)c4)nc3n(C3CC3)c2=O)cc1
-1%	-6%	-5%	O=c1c(-c2cc(F)cc(F)c2)nc2cnc(N3CCOCC3)nc2n1Cc1ccc(F)cc1
7%	19%	-2%	O=c1c(CCc2ccccc2)nc2cnc(N3CCNCC3)nc2n1-c1ccccc1
1%	5%	-4%	c1cncc(-c2cncnc2NCc2cccs2)c1
7%	1%	-3%	COc1ncc2nc(-c3ccccc3)c(=O)n(-c3ccccc3)c2n1
7%	10%	1%	COCCn1c(=O)cnc2cnc(N(C)C)nc21

# Record cards, from the list above. Order of screens: IMPase Li inh	GoLoco inh red	RECQ1 inh
# Listed for Cn1cc(-c2nc3cnc(Oc4ccccc4)nc3n(C3CC3)c2=O)c2ccccc21 → 7%	8%	-9%
# Listed for COc1ccccc1-c1nc(Nc2ccncc2)c2ccccc2n1 → 11%	8%	8%

# Later entries:
IMPase Li inh	GoLoco inh red	RECQ1 inh	canonical_smiles
8%	8%	-5%	N#Cc1cccc(-c2nccc(NCc3cccs3)n2)c1
8%	0%	0%	COc1ccccc1-c1nccc(NCc2ccccc2)n1
2%	-6%	-9%	FC(F)(F)c1ccccc1-c1cc(NCc2cccnc2)ncn1
?	2%	-14%	Cc1ccccc1-c1nc(Nc2ccncc2)c2ccccc2n1
-10%	92%[activator]	-11%	COc1ccc(-c2nc3cnc(Nc4ccccc4)nc3n(C[C@H]3CCCO3)c2=O)cc1
-1%	7%	i	COc1ccc2[nH]cc(CCNc3cc(-c4ccccc4Cl)ncn3)c2c1
15%	0%	i	COc1ccc2[nH]cc(CCNc3ccnc(-c4ccccc4C)n3)c2c1
-3%	-5%	i	COCCn1c(=O)c(-c2cccc(C#N)c2)nc2cnc(N3CCN(C)CC3)nc21
7%	0%	i	FC(F)(F)c1ccccc1-c1nc(NCCN2CCOCC2)c2ccccc2n1
-4%	1%	i	COc1ccc(-n2c(=O)c(-c3ccccc3)nc3cnc(N4CCNCC4)nc32)cc1
3%	-3%	-9%	O=c1c(-c2ccccc2)nc2cnc(Oc3cccc(Cl)c3)nc2n1C[C@H]1CCCO1
2%	-14%	-16%	Cn1cc(-c2nc3cnc(N4CCNCC4)nc3n(CCC#N)c2=O)c2ccccc21

# 23 successive compounds from above, for reference:
IMPase Li inh	GoLoco inh red	RECQ1 inh	canonical_smiles
-1%	10%	i	CN(C)c1nc(-c2cccnc2)nc2ccccc12
-13%	13%	-6%	O=c1c(-c2cccs2)nc2cnc(N3CCOCC3)nc2n1CCc1ccccc1
4%	-5%	-7%	COc1ccccc1CNc1ccnc(-c2c(C)noc2C)n1
11%	8%	8%	COc1ccccc1-c1nc(Nc2ccncc2)c2ccccc2n1
-6%	9%	i	CC(=O)NCCNc1ncnc2ccc(-c3ccccc3C)cc12
?	0%	-1%	COc1ccc(-c2nc3cnc(Oc4cccc(Cl)c4)nc3n(C3CC3)c2=O)cc1
-1%	-6%	-5%	O=c1c(-c2cc(F)cc(F)c2)nc2cnc(N3CCOCC3)nc2n1Cc1ccc(F)cc1
7%	19%	-2%	O=c1c(CCc2ccccc2)nc2cnc(N3CCNCC3)nc2n1-c1ccccc1
1%	5%	-4%	c1cncc(-c2cncnc2NCc2cccs2)c1
7%	1%	-3%	COc1ncc2nc(-c3ccccc3)c(=O)n(-c3ccccc3)c2n1
7%	10%	1%	COCCn1c(=O)cnc2cnc(N(C)C)nc21
8%	8%	-5%	N#Cc1cccc(-c2nccc(NCc3cccs3)n2)c1
8%	0%	0%	COc1ccccc1-c1nccc(NCc2ccccc2)n1
2%	-6%	-9%	FC(F)(F)c1ccccc1-c1cc(NCc2cccnc2)ncn1
?	2%	-14%	Cc1ccccc1-c1nc(Nc2ccncc2)c2ccccc2n1
-10%	92%[activator]	-11%	COc1ccc(-c2nc3cnc(Nc4ccccc4)nc3n(C[C@H]3CCCO3)c2=O)cc1
-1%	7%	i	COc1ccc2[nH]cc(CCNc3cc(-c4ccccc4Cl)ncn3)c2c1
15%	0%	i	COc1ccc2[nH]cc(CCNc3ccnc(-c4ccccc4C)n3)c2c1
-3%	-5%	i	COCCn1c(=O)c(-c2cccc(C#N)c2)nc2cnc(N3CCN(C)CC3)nc21
7%	0%	i	FC(F)(F)c1ccccc1-c1nc(NCCN2CCOCC2)c2ccccc2n1
-4%	1%	i	COc1ccc(-n2c(=O)c(-c3ccccc3)nc3cnc(N4CCNCC4)nc32)cc1
3%	-3%	-9%	O=c1c(-c2ccccc2)nc2cnc(Oc3cccc(Cl)c3)nc2n1C[C@H]1CCCO1
2%	-14%	-16%	Cn1cc(-c2nc3cnc(N4CCNCC4)nc3n(CCC#N)c2=O)c2ccccc21

# Remaining list, next part:
IMPase Li inh	GoLoco inh red	RECQ1 inh	canonical_smiles
15%	7%	-4%	COc1ccc(CNc2ncnc3ccc(-c4ccoc4)cc23)c(OC)c1
5.6µM*	-110%	28µM*	CCNc1ncc2nc(-c3ccc(F)cc3)c(=O)n(CCc3ccccc3)c2n1
0%	-6%	-8%	Cc1nc2cncnc2n(Cc2ccccc2)c1=O
0%	-5%	20%	O=c1c(-c2ccc(F)cc2)nc2cnc(N3CCNCC3)nc2n1-c1ccccc1
?	10µM*	-10%	Cc1noc(C)c1-c1nc(Nc2ccc(F)cc2)c2ccccc2n1
0%	10%	i	COc1ncc2nc(-c3cn(C)c4ccccc34)c(=O)n(C)c2n1
13µM*	12%	i	Cn1c(=O)c(-c2ccc(Cl)cc2)nc2cnc(Oc3cccc(Cl)c3)nc21
3%	1%	i	COc1ccc(CNc2ncncc2-c2cccnc2)c(OC)c1
11%	-4%	i	Cc1ccccc1-c1ccc2ncnc(NCCN3CCOCC3)c2c1
-7%	13%	i	CCNc1ncc2nc(-c3ccc(F)cc3)c(=O)n(-c3ccc(OC)cc3)c2n1
-4%	1%	0%	CN(C)C(=O)c1ccc(-c2cncnc2NCc2ccccc2)cc1
2%	34%[activator]	-11%	Cc1ccccc1-c1nc(N2CCOCC2)c2ccccc2n1
5%	-4%	-4%	O=c1c(-c2ccccc2)nc2cnc(N3CCOCC3)nc2n1Cc1cccs1
-1%	11%	-4%	CN1CCN(c2cc(-c3ccccc3Cl)ncn2)CC1
5%	-8%	i	COc1ccc(CNc2ccnc(-c3ccc(N(C)C)cc3)n2)c(OC)c1
-7%	-10%	i	CN(C)c1ncc2ncc(=O)n(C[C@H]3CCCO3)c2n1
5%	-1%	i	FC(F)(F)c1ccccc1-c1cncnc1NCCN1CCOCC1
5%	2%	i	COCCn1c(=O)c(-c2cccs2)nc2cncnc21
14%	3%	i	COc1ccccc1-c1cncnc1NCc1ccccc1
17%	-7%	-12%	COc1ccc(Oc2ncc3nc(-c4ccc(Cl)cc4)c(=O)n(C[C@H]4CCCO4)c3n2)cc1
12%	2%	-1%	CN(C)C(=O)c1ccc(-c2ccc3ncnc(N(C)Cc4ccco4)c3c2)cc1
9%	9%	-1%	Cc1noc(C)c1-c1cc(N2CCN(C)CC2)ncn1
-5%	17%	i	COc1cccc(Nc2ncc3ncc(=O)n(C)c3n2)c1
-2%	9%	-1%	N#Cc1ccccc1-c1ccc2ncnc(NCCN3CCOCC3)c2c1
4%	10%	-2%	COc1cccc(-c2ccc3ncnc(N4CCN(C)CC4)c3c2)c1
9%	9%	i	COc1ccc2[nH]cc(CCNc3ncncc3-c3c(C)noc3C)c2c1

# A portion of the library, so the mix of outcomes need not match the whole.
